WT yeast gro inh – growth inhibition of WT yeast, mitochondrial fusion screen | inhibition, % at 10 µM | AID 1362 | 190,000 tested, 2.1% active | mitochondrial fusion phenotypic screen, WT strain; in the data active means inhibition above about 58%; tested in S. cerevisiae
GPR35 arrestin U2OS – inhibition of zaprinast-stimulated GPR35 beta-arrestin translocation – imaging, U2OS, beta-arrestin-GFP, zaprinast agonist, primary screen (AID 2058); U2OS GPR35 beta-arrestin-GFP translocation imaging, zaprinast antagonism; higher % means a stronger effect; one-dose inhibition, % at 10 µM; IC50 in µM for titrated hits; 290,000 tested, 0.052% active;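 active means inhibition of at least 50% with at least 30 cells and total cytoplasm GFP at most 10,000,000; inconclusive means under 30 cells or total GFP of 10,000,000 plus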
UTI89 phage lysis – protection from phage-mediated lysis, alamar blue read-out – E. coli UTI89, K1F phage, bacterial capsule biogenesis inhibitors (AID 488966); E. coli UTI89 K1F phage lysis, alamar blue, 2 h; higher % means a stronger effect; inhibition, % at 100 µM; hits with a dose series show IC50 in µM; 340,000 tested, 0.02% active;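 active means phage lysis inhibition, versus mean bacterial control, above a set limit; inconclusive means no clear call, values can overlap the other calls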;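 further: capsule biogenesis inhibitors block K1F phage lysis so surviving cells raise fluorescence; higher fluorescence means more inhibition of phage lysis; actives were called in the ten point dose series up to 300 µM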
NS5 inhibitors – Dengue-2 NS5 methyltransferase inhibitors, primary screen, biochemical, confirmation dose response (AID 588689). Dengue-2 NS5 methyltransferase capping enzyme assay, biochemical; higher % means a stronger effect. inhibition, % at 25 µM; hits with a dose series show IC50 in µM. 340,000 tested, 0.3% active; in the data active means a potency from the dose series; inconclusive means inhibition above about 29% without an active follow-up result
Autophagy mod – autophagy modulation, high-content screen; MEF GFP-LC3 puncta imaging; test concentration mostly 10 µM; 190,000 tested, 0.98% active; calls only at 10 µM (by protocol);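 active means percentage of spot-positive cells more than 3 SD above its plate mean, without a fluorescence outlier flag or 80% toxicity; inconclusive means no clear call, values can overlap the other calls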;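 further: spot-positive cell cutoff set from DMSO-treated cells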
NTR1 agonist – agonists of NTR1, primary screen, imaging, U2OS cells, beta-arrestin-GFP, high content (AID 493036); NTR1-U2OS beta-arrestin-GFP spot imaging, agonist mode; P30989; activation, % at 20 µM; 330,000 tested, 0.17% active;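 active means activation at or above 40% of the spot to cytoplasm intensity ratio, with at least 20 cells analyzed; inconclusive means wells under 20 cells, flagged as cytotoxic or low count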;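 further: 0% = DMSO without peptide and 100% = 100 nM NTR1 peptide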
Target sequence (P30989 whole entry, looked up): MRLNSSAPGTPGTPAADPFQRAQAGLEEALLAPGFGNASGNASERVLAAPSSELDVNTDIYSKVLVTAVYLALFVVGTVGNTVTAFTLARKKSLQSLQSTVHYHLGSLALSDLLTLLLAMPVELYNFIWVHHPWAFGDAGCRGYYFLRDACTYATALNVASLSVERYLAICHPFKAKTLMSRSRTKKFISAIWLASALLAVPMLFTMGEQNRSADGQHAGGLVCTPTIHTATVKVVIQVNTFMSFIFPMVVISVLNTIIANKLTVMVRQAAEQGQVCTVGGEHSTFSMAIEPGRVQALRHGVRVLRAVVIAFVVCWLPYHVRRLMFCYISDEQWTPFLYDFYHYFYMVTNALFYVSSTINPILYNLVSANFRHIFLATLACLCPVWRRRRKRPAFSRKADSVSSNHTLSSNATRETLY
RSV antiviral HEp-2 – inhibition of RSV-induced cytopathic effect – HEp-2 cells, primary 10 µM value included (AID 2391). HEp-2 cells, RSV-induced CPE inhibition; higher % means a stronger effect. CPE inhibition, % at 10 µM, or IC50 in µM where a hit was titrated. 310,000 tested, 0.13% active; in the data active means a potency from the dose series; inconclusive means CPE inhibition mostly from about 23% at the one dose, without a potency; inactive means the rest, 99 in 100 with CPE inhibition below about 21%; further: strong numbers were not always called active
AID2073 – inhibitors of Mint1-CaV2.2 protein interaction, biochemical, HTRF (AID 2073) | HTRF protein-protein interaction, Mint1-CaV2.2; higher % means a stronger effect | inhibition, % at 20 µM, or IC50 in µM where a hit was titrated | 290,000 tested, 0.19% active; in the data active means inhibition mostly above about 51%, no sharp cut-off; inconclusive means no clear call, values can overlap the other calls; inactive means mostly below about 53%; further: some results filed as inactive read as strong as hits
LYP phosphatase – PTPN22 lymphoid phosphatase activity blockers – biochemical, fluorescence intensity, uHTS (AID 1779); one-dose inhibition, % at 11.5 µM; IC50 in µM for titrated hits; recombinant LYP phosphatase, fluorescence intensity; higher % means a stronger effect; 290,000 tested, 0.054% active; in the data active means inhibition above about 50%;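 further: plate controls were vehicle with enzyme for no effect and no enzyme for full effect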
WT yeast gro inh mutant strain – further read-out of WT yeast gro inh, marked with its call; inhibition, %; mitochondrial fusion phenotypic screen, mutant strain inhibition
Autophagy mod cell loss 18 h – second read-out of Autophagy mod, no call of its own (marks repeat the call); toxicity, %; measured here: cell loss, nuclei count;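 cell loss after 18 h compound exposure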
NTR1 agonist cell count 20 µM – further read-out of NTR1 agonist, marked with its call; cell count; measured here: cell count, cytotoxicity flag
NS5 inhibitors pilot replicate – also measured in NS5 inhibitors; calls as there; inhibition, %; measured here: pilot screen replicate inhibition
An asterisk follows results filed as active; i = inactive; ? = inconclusive; nt = no result given; + = active, no number; & = joins results of further samples; [ ] = another dose, or the depositor's remark.

SMILES | WT yeast gro inh | WT yeast gro inh mutant strain | GPR35 arrestin U2OS | UTI89 phage lysis | NS5 inhibitors | Autophagy mod | Autophagy mod cell loss 18 h | NTR1 agonist | NTR1 agonist cell count 20 µM | RSV antiviral HEp-2 | AID2073 | LYP phosphatase | others
COc1cc(/C=C(\C#N)C(=O)Nc2cccc3ncccc23)cc(OC)c1OC | 2 | 19 | -14% | 0.3% | -58% | i | -5 | -0.5 | 68 | 9.1% | 1% | 2%
CCOC(=O)C1(Cc2ccccc2)CCCN(C(=O)c2cnn(CC)c2)C1 (centres undefined) | nt | nt | -13% | -0.1% | -5% | nt | nt | -1.0 | 62 | -0.3% | 6% | -12%
COC(=O)c1ccc(C(=O)OC)c(NC(=O)CN2CCN(c3ccccc3OC)CC2)c1 | -1 | 23 | -6% | 5.9% | -2% | i | -6 | 10 | 43 | 20% | -8% | 7%
Cc1cc(NC(=O)CCC(=O)N(CCc2ccccc2)C(C(=O)NC2CCCC2)c2ccco2)no1 (centres undefined) | 6 | -4 | -1% | 1.1% | -9% | i | 3 | 0.9 | 61 | -1.2% | -2% | -3%
CCOc1ccc(-c2[nH]ncc2-c2ccccc2)c(O)c1 | nt | nt | 7% | 0.2% | -9% | nt | nt | 1.7 | 56 | 11% | 2% | -5%
COc1cc(C=O)ccc1OCC(=O)NC(C)(C)C | 16 | 0 | -6% | 0.7% | 0% | i | 12 | 2.5 | 81 | 3.2% | -1% | -8%
CCCn1nc(NS(=O)(=O)c2cccc3nonc23)c2cc3ccccc3nc21 | nt | nt | -8% | 0.0% | 0% | nt | nt | 5.6 | 43 | -1.6% | 2% | -5%
COc1ccc(Cl)cc1S(=O)(=O)N1CCC(O)(c2ccc(Cl)cc2)CC1 | nt | nt | 6% | 0.5% | 0% | nt | nt | 2.3 | 46 | 1.7% | -10% | -5%
COc1cc(Cl)ccc1OCc1cc(C(=O)NCc2cc(C(C)C)no2)no1 | nt | nt | 0% | 0.2% | 1% | nt | nt | 2.2 | 57 | 2.9% | 0% | -4%
CCOc1ccc2nc(-c3cc(NC(C)=O)ccc3O)sc2c1 | 6 | 19 | -5% | 0.0% | -3% | i | 14 | 2.7 | 81 | 1.7% | ? | -7%
CC(C)c1onc(C(=O)NCc2cccs2)c1[N+](=O)[O-] | 10 | 3 | -5% | -0.1% | 1% | i | 20 | -0.5 | 69 | -0.1% | 2% | -8%
NC(=O)c1cccnc1Oc1ccccc1 | nt | nt | -16% | 0.7% | -6% | nt | nt | 0.3 | 46 | -1.0% | 5% | -8%
CCOc1ncccc1C(=O)OCc1ccccc1 | -16 | -10 | 5% | 0.0% | -5% | i | -11 | 0.2 | 84 | 1.2% | -5% | 0%
CCOC(=O)CSc1nc2ccc(N)cc2s1 | -14 | -12 | 5% | 2.1% | 5% | i | 0 | 1.1 | 32 | 1.8% | -17% | -10%
COc1cc(NC(=O)c2cc(OC)c(OC)c(OC)c2)c(OC)cc1NC(=O)CN1CCCCC1 | 9 | 11 | -13% | 0.2% | 1% | i | -3 | 0.7 | 35 | -2.0% | 9% | -8%
N#C/C(=C\c1ccc(OCc2cccc(C(=O)O)c2)cc1)C(=O)NCc1ccco1 | nt | nt | 4% | 0.2% | 17% | nt | nt | 0.4 | 66 | 2.3% | 5% | 4%
CCSc1nc(=S)n(-c2ccccc2)c(C)c1C(C)=O | -2 | 17 | 21% | 0.3% | -5% | i | -4 | 0.0 | 53 | 3.1% | 4% | -3%
COc1cc(CCC(O)CC(=O)CCc2ccccc2)ccc1O (centres undefined) | -4 | -13 | -1% | 5.8% | -8% | i | 0 | -1.5 | 73 | 0.3% | 28% | -2%
CCc1ccc(CN2CCCC(CNC(=O)c3cc(OC)cc(OC)c3)C2)cc1 (centres undefined) | nt | nt | 13% | 0.0% | -7% | nt | nt | 1.3 | 46 | 0.9% | -1% | 0%
O=C(CO/N=C/c1ccccc1OC(F)F)NC1CCCC1 | 9 | -6 | 5% | 0.3% | nt | i | 0 | -0.3 | 44 | 1.2% | 6% | 0%

Five compounds drawn at random from those above, as already listed:
SMILES | WT yeast gro inh | WT yeast gro inh mutant strain | GPR35 arrestin U2OS | UTI89 phage lysis | NS5 inhibitors | Autophagy mod | Autophagy mod cell loss 18 h | NTR1 agonist | NTR1 agonist cell count 20 µM | RSV antiviral HEp-2 | AID2073 | LYP phosphatase | others
COc1cc(NC(=O)c2cc(OC)c(OC)c(OC)c2)c(OC)cc1NC(=O)CN1CCCCC1 | 9 | 11 | -13% | 0.2% | 1% | i | -3 | 0.7 | 35 | -2.0% | 9% | -8%
COc1cc(CCC(O)CC(=O)CCc2ccccc2)ccc1O (centres undefined) | -4 | -13 | -1% | 5.8% | -8% | i | 0 | -1.5 | 73 | 0.3% | 28% | -2%
O=C(CO/N=C/c1ccccc1OC(F)F)NC1CCCC1 | 9 | -6 | 5% | 0.3% | nt | i | 0 | -0.3 | 44 | 1.2% | 6% | 0%
NC(=O)c1cccnc1Oc1ccccc1 | nt | nt | -16% | 0.7% | -6% | nt | nt | 0.3 | 46 | -1.0% | 5% | -8%
CCSc1nc(=S)n(-c2ccccc2)c(C)c1C(C)=O | -2 | 17 | 21% | 0.3% | -5% | i | -4 | 0.0 | 53 | 3.1% | 4% | -3%

The listing continues.
SMILES | WT yeast gro inh | WT yeast gro inh mutant strain | GPR35 arrestin U2OS | UTI89 phage lysis | NS5 inhibitors | Autophagy mod | Autophagy mod cell loss 18 h | NTR1 agonist | NTR1 agonist cell count 20 µM | RSV antiviral HEp-2 | AID2073 | LYP phosphatase | others
Cn1cc(C=O)c2cc(S(=O)(=O)N3CCOCC3)ccc21 | 8 | 2 | -11% | 1.7%[50 µM] | -3% | i | 25 | 0.7 | 77 | -0.1% | 8% | -3%
Cn1c(=O)c2c(nc(CN3CCOCC3)n2CCCc2ccccc2)n(C)c1=O | 4 | -33 | -8% | 0.3% | 0% | i | 5 | -0.8 | 96 | 0.6% | 10% | -6%
O=C(c1cc(-c2ccccc2)on1)N1CCCc2ccccc21 | 3 | -14 | -8% | -0.1% | -3% | i | 3 | 0.6 | 97 | 5.8% | -4% | -7%
Cc1ccc(CN2CCN(Cc3ccc(Oc4ncccn4)cc3)CC2CCO)cc1 (centres undefined) | -12 | 18 | 16% | -0.1% | -5% | i | -1 | 2.2 | 52 | -0.2% | 30% | -5%
Cc1cc(NC(=O)c2ccccc2F)nc2c1c(=O)oc1ccccc12 | 4 | 5 | 1% | 0.5% | -5% | i | -11 | -0.8 | 38 | 1.9% | 34% | -4%
CN(CC(=O)Nc1c(Cl)cccc1Cl)C(=O)CC1Sc2ccccc2NC1=O (centres undefined) | nt | nt | nt | 1.3%[50 µM] | -9% | nt | nt | -0.9 | 52 | 1.5% | nt | nt
CN1CCc2c(sc(NC(=O)c3cc4cc([N+](=O)[O-])ccc4s3)c2C(N)=O)C1 | 25 | 12 | 18% | nt | nt | + | 29* | nt | nt | nt | 19% | -33%
COC(=O)c1cn(Cc2ccc(C(F)(F)F)cc2)cc(F)c1=O | nt | nt | 2% | 0.7% | -5% | nt | nt | -1.2 | 51 | 3.2% | 8% | -6%
Cc1ccccc1N1C(=O)c2cccc([N+](=O)[O-])c2C1=O | -5 | 4 | 20% | 0.4% | -1% | i | -2 | nt | nt | nt | -8% | -3%
Clc1ccc(CN2CCN(c3ncnc4scc(-c5cccs5)c34)CC2)cc1 | 60* | 55* | 6% | 0.7% | 1% | i | 20 | 5.9 | 87 | 8.3% | -3% | 2% | NS5 inhibitors pilot replicate=0.3
COc1ccc2c(c1)[C@@H]1[C@H](CO2)[C@H](c2ccccc2)[C@]2(C)C(=O)Nc3ccc(C)cc3C(=O)N12 | nt | nt | nt | -0.2% | 3% | nt | nt | 5.4 | 44 | 15% | nt | nt
O=C(NCc1ccccc1)C(c1ccc(F)cc1)N(C(=O)c1csnn1)C1CCCC1 (centres undefined) | nt | nt | -4% | 0.7% | -9% | nt | nt | 0.0 | 50 | 0.8% | 5% | -13%
C=CCOc1c(CNc2cccc(C(=O)O)c2)cccc1OC | 6 | 13 | 2% | 0.0% | -2% | i | 32 | 0.9 | 50 | 0.8% | 7% | 0%
Cc1ccc(CN2CC(C(=O)NCCC3=CCCCC3)CC2=O)cc1 (centres undefined) | nt | nt | nt | 0.3%[50 µM] | -8% | nt | nt | 2.9 | 63 | 0.5% | nt | nt
COC(=O)Cn1c2ccc(Cl)cc2c2nc(C)sc21 | nt | nt | -1% | -1.5% | 4% | nt | nt | -0.5 | 55 | 0.6% | 2% | -3%
O=C(OCC(=O)N1CCCCC1)c1c[nH]c(=O)[nH]c1=O | -1 | -13 | 1% | 0.2% | -6% | i | -22 | -1.9 | 65 | 0.6% | -5% | -10%
CCN(CC)CC(=O)Nc1c(C)cccc1C | -15&7 | -26&-20 | 12%&24% | 0.5%&5.5%&4.2% | -2%&5%&4% | i | 10&7 | -1.2&2.4&1.7 | 58&61&47 | 0.6% | 13% | -1%
Cc1cccn2c(=O)c3cc(C(=O)N4COCC4(C)C)n(C)c3nc12 | -1 | -9 | -1% | 0.1% | 5% | i | 5 | 3.4 | 84 | 2.3% | 25% | -4%
O=C(CN1CCN(c2ncccn2)CC1)NCc1ccccc1 | -2 | 8 | -9% | 0.0% | 3% | i | 35 | -1.4 | 37 | 1.0% | 1% | -8%
C=CCS(=O)(=O)N1CCC(CCOc2ccccc2)(C(=O)OCC)CC1 | -13 | 0 | 7% | -0.4% | -3% | i | -9 | 0.8 | 47 | 0.8% | 26% | -5%
CCOC(=O)C1CCN(C(=O)c2ccc3c(c2)NC(=O)/C(=C/c2ccccc2)S3)CC1 | nt | nt | -7% | -0.2% | ? | nt | nt | 5.7 | 62 | 8.7% | -3% | -6%
COc1ccc(N2CCN(CC(=O)NCc3ccccc3)CC2)cc1 | 7 | 18 | 14% | -0.2% | -3% | i | -17 | 0.5 | 45 | 1.7% | -8% | -5%
Cc1cc(C)cc(N(CC(=O)NC(C)(C)C)C(=O)CNC(=O)c2cccs2)c1 | -3 | -8 | -7% | 1.1% | -3% | i | 3 | 0.5 | 45 | 2.4% | 4% | -10%
COc1ccc(OCc2cc(C(=O)N3CCCN(C(C)=O)CC3)no2)c(Cl)c1 | nt | nt | 2% | 0.0% | -4% | nt | nt | 1.4 | 60 | 2.4% | 10% | -10%
COC(=O)C1=C(C)NC(=S)NC1c1ccc(OCC(=O)N2CC(C)OC(C)C2)c(OC)c1 (centres undefined) | nt | nt | nt | 0.7%[50 µM] | -5% | nt | nt | -1.5 | 46 | 2.1% | nt | nt

From PubChem
